# Assay outcomes as filed in PubChem BioAssay.
# APJ antag = blocks the human apelin receptor APJ | P35414 | CHO-K1 APJ beta-arrestin complementation, luminescence | inhibition, % at 20 µM | 330,000 compounds, 0.32% hits;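 active = inhibition above about 40% at 20 µM, limit read from the data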;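 also: cells challenged with 10 nM apelin-13 agonist together with compound; plate controls were apelin-13 plus DMSO wells for no effect and DMSO wells lacking apelin-13 for full effect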
# Target sequence (P35414 whole entry, looked up): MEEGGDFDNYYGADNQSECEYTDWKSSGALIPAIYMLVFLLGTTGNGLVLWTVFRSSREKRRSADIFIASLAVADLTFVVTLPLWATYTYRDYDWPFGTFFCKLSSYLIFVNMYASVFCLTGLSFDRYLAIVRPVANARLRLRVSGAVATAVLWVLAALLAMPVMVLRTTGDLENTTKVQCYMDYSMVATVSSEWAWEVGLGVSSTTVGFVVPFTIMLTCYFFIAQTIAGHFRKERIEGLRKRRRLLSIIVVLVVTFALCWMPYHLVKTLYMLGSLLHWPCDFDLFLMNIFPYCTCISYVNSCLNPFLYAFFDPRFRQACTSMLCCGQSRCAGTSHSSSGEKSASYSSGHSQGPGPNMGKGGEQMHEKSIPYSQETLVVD
# tim23-1 inh = tim23-1 yeast growth inhibition | S. cerevisiae tim23-1 growth, BacTiter-Glo luminescence, 24 h | inhibition, % at 20 µM | 330,000 compounds, 1.3% hits | AID 463212;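 active = growth inhibition of the mutant yeast at or above 50%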;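 also: temperature-sensitive mutant grown at 25 °C; plate controls were DMSO-treated mutant yeast for no effect and medium wells lacking yeast for full effect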
# MPTP inh = inhibitors of mitochondrial permeability transition pore | AID 602449 | 360,000 compounds, 1.4% hits | isolated mouse mitochondria, Ca2+ swelling absorbance, 30 min | inhibition, % at 10 µM;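 active = inhibition of 50% or more, scaled per plate between neutral and stimulator controls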;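 also: 0% = DMSO wells given calcium and 100% = 1 mM EGTA wells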
# TIM10 inh = TIM10 yeast growth inhibition. S. cerevisiae TIM10 strain growth, BacTiter-Glo luminescence, 24 h. inhibition, % at 10 µM. 330,000 compounds, 1.4% hits;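 active = inhibition of 40% or more at the single tested concentration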;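 also: wild-type TIM10 isogenic control strain grown at permissive 25 °C; 0% = DMSO yeast wells and 100% = minimal medium wells without yeast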
# NALP3 yeast inh = inhibitors of NALP3 inflammasome in yeast; inhibition, % at 10 µM; Yeast reconstituted NLRP3/ASC/caspase-1, beta-gal luminescence, 24 h; AID 2825; 330,000 compounds, 0.39% hits;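 active = inhibition of 50% or more; inactive = inhibition below 50%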;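 also: plate controls were induced DMSO wells for no effect and uninduced yeast grown without galactose for full effect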
# tim10-1 inh = inhibits growth of tim10-1 mutant yeast | S. cerevisiae tim10-1 ts strain growth, BacTiter-Glo, 24 h | 330,000 compounds, 2.2% hits | inhibition, % at 20 µM;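 active = inhibition of at least 40%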;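 also: mutant grown at 25 °C; 0% = DMSO wells with yeast and 100% = wells holding no yeast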
# MIN6 prolif = inducers of beta-cell replication in MIN6 cells. AID 2380. MIN6 cells proliferation, ATPlite luminescence, 48 h; cells starved in 0.2% serum; 100% = growth in 10% serum. proliferation, % at 10 µM. 330,000 compounds, 0.29% hits;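 active = compounds whose signal lies at least 3.5 SD above the mean of all wells on their plate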;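 also: 0% = DMSO-treated cells in low-serum medium and 100% = 10% serum control; some compounds called inactive have numbers as strong as hits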
# APJ agonist = APJ receptor agonism; CHO-K1 APJ PathHunter beta-arrestin, luminescence; 0% DMSO wells, 100% apelin; 330,000 compounds, 0.11% hits; activation, % at 20 µM; P35414; AID 2520;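 active = activation more than six SD over the plate average, tested at 20 µM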;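 also: 0% = DMSO alone and 100% = apelin-13 at 10 nM; some results filed as inactive read as strong as hits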
#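 Assay system: CHO-K1 cells stably expressing ProLink-tagged human APJ and arrestin–beta-gal acceptor. Compound dosing: 20 µM single point, 1% DMSO. Times: 16-18 h seeding, 90 min dark compound exposure, 60 min detection. Detection: beta-gal luminescence. Evaluation: APJ–arrestin association signal. Controls: negative DMSO alone, positive Apelin-13 at 10 nM.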
# GRIN3A LBD mod = NR3A (human) ligand-binding domain modulation; NR3A LBD differential scanning fluorimetry, Tm shift; 0% = protein alone, 100% = glycine-bound protein; Tm shift relative to glycine control, % at 25 µM; 340,000 compounds, 2.5% hits; AID 1259313;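 active = melting temperature shift of at least 10% of the positive control shift, at one fixed dose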
# The depositor's hits bear a star; · = not tested or not shown.
molecule,APJ antag,tim23-1 inh,MPTP inh,TIM10 inh,NALP3 yeast inh,tim10-1 inh,MIN6 prolif,APJ agonist,GRIN3A LBD mod
O=C(NCc1ccco1)Nc1cccc([N+](=O)[O-])c1,10,6,1.1,13,12,12,1,-1,19*
COc1cccc2cc(-c3n[nH]c(=S)n3C)oc12,-15,28,0.0,42*,23,38,-1,1,-3
COc1ccc(C2CC(=O)C=C(NCCC(C)C)C2)cc1 (centres undefined),13,19,-8.1,13,12,21,-3,-5,0
Cc1c(NC(=O)CSc2nncc3ccccc23)c(=O)n(-c2ccccc2)n1C,-1,6,0.2,-2,15,16,-4,-3,0
O=C(O)CSc1nc(-c2ccccc2)cc(=O)[nH]1,18,7,0.1,3,14,-7,-3,0,-3
CCOC(=O)/C(=N\Nc1cc(C(F)(F)F)ccc1Cl)N(CC)CC,15,5,8.9,-9,16,-7,-5,-1,15*
Cc1cc(OCCCCCn2ccnc2)cc(C)c1Cl,15,-36,-4.3,4,26,-27,-5,-3,-1
CCOc1ccccc1Nc1nnc(SCc2nnc(-c3cc(OC)c(OC)c(OC)c3)o2)s1,-16,21,0.4,19,-5,39,0,0,-3
COCCn1c(=O)c2c(nc3n2CC(C)CN3CCc2ccccc2)n(C)c1=O (centres undefined),15,0,-0.1,2,4,7,-3,2,0
O=C(CCC(=O)NCc1ccccc1)NCc1ccccc1,-24,-9,1.0,-2,22,1,-1,0,0
COc1ccc(CCNC(=O)CCNS(=O)(=O)c2cccc3nsnc23)cc1OC,-29,-19,-0.1,-2,11,2,-3,-3,0
Cc1cccc(NC(=O)CCNS(=O)(=O)c2cccc3nonc23)c1C,-8,14,-1.3,2,11,16,-1,-2,0
CC(=O)c1sc(NC(=O)COc2ccc(Cl)cc2Cl)nc1C,-5,-13,-0.9,-12,1,-16,5,-2,2
CN(C)S(=O)(=O)c1ccc(NS(=O)(=O)/C=C/c2ccccc2)cc1,-5,13,1.7,4,16,16,-2,-2,-2
Cc1ccc(-n2nc(C(=O)O)cc2-c2ccc(Cl)cc2)cc1,2,11,-2.3,12,-4,8,1,-4,1
CCOC(=O)c1sc(NC(=O)CN2C(=O)C3CC=CCC3C2=O)nc1C (centres undefined),17,-2,-0.1,-4,-1,-1,-4,-2,1
OC(CN1CCCCC1)CN(c1ccccc1)c1ccccc1 (centres undefined),17,5,1.9,-2,16,-10,-1,-1,4
COc1ccc(Br)cc1C(=O)Nc1ccc(NC(=O)c2ccco2)cc1,7,-3,-17,1,30,-7,3,1,18*
CCCCOc1ccc(Cc2cnc(N)nc2N)cc1,5,18,3.7,-1,19,-21,-2,0,1
O=C(COC(=O)CCNS(=O)(=O)c1ccccc1)NC(=O)Cc1ccccc1,-10,-4,-1.8,-2,16,-13,3,-5,1
O=C(CSc1nc2[nH]ncc2c(=O)[nH]1)Nc1ccccc1,-1,5,2.2,2,23,9,-3,-3,-3
CC(C)(C)OC(=O)NC(CCNC=C1C(=O)OC(C)(C)OC1=O)C(=O)O (centres undefined),14,2,-0.7,2,14,6,-2,-1,1
CCc1nc(N[C@@H](CC(C)C)C(=O)O)c2oc3ccccc3c2n1,23,5,-0.1,-8,2,8,0,1,-4
CCOC(=O)/C(N=Nc1sc(C(=O)OCC)c(C)c1C(=O)OCC)=C(\C)O,33,2,·,-1,24,3,4,-8,·
O=C(NN=Cc1ccccc1OC(F)F)c1ccc(NS(=O)(=O)c2cccs2)cc1,-1,-12,-1.2,1,4,-24,-4,-3,0

# Structures listed so far containing a thiophene ring, fused or not (2):
molecule,APJ antag,tim23-1 inh,MPTP inh,TIM10 inh,NALP3 yeast inh,tim10-1 inh,MIN6 prolif,APJ agonist,GRIN3A LBD mod
CCOC(=O)/C(N=Nc1sc(C(=O)OCC)c(C)c1C(=O)OCC)=C(\C)O,33,2,·,-1,24,3,4,-8,·
O=C(NN=Cc1ccccc1OC(F)F)c1ccc(NS(=O)(=O)c2cccs2)cc1,-1,-12,-1.2,1,4,-24,-4,-3,0

# (continued)
molecule,APJ antag,tim23-1 inh,MPTP inh,TIM10 inh,NALP3 yeast inh,tim10-1 inh,MIN6 prolif,APJ agonist,GRIN3A LBD mod
Cc1nn(Cc2ccc(Cl)c(Cl)c2)c(C)c1NC(=O)c1cc(-c2ccco2)on1,-16,24,30,31,18,21,-4,3,-2
CCCC(=O)n1nc(NCc2ccc(OC)cc2)nc1NCc1ccc(OC)cc1,-3,2,1.0,-4,10,15,-3,-1,0
CSCCC(NC(=O)c1ccccc1Cl)C(=O)N(C)Cc1cccs1 (centres undefined),10,4,0.8,-14,4,8,3,-4,3
O=C1c2cccc3c(O)ccc(c23)C(=O)N1c1ccc(Cl)cc1,-26,13,1.2,-10,-7,9,0,3,-13
CCOC(=O)c1c(C=O)c(C)n(Cc2ccccc2Cl)c1C,9,30,1.4,19,1,23,-2,-2,0
COc1ccc(NC(=O)Nc2ccc3c(c2)C(=O)N([C@@H](C)CO)C[C@@H](C)[C@@H](CN(C)CC2CCCCC2)O3)cc1,17,14,-0.2,-5,5,3,-4,-2,-1
O=C(COc1ccc(Br)cc1)NCc1ccccn1,-9,21,1.1,-3,24,2,-3,4,1
Cc1nn(Cc2ccccc2)c(Cl)c1C(=O)NCc1ccco1,-5,9,-1.2,-3,-11,15,2,0,-1
CNC(=S)Nc1ccc(OCc2ccccc2)cc1,9,20,-0.4,-5,32,-30,-3,-2,6
Cc1cc(C)c(NC(=S)N(CCc2ccncc2)C(C)C)c(C)c1,-10,17,1.2,-8,5,-2,-1,-1,-3
CC(=O)c1cccc(NC(=O)CN2CCN(S(=O)(=O)/C=C/c3ccccc3)CC2)c1,-3,14,-1.0,1,11,6,3,-1,0
COc1ccc(NC(=S)N2CCCN(Cc3cccc(Cl)c3)C2)cc1,-21,0,4.8,-1,20,-7,-3,-3,-3
CC[C@]12c3[nH]c4cc(-c5ccco5)ccc4c3CCN1C(=O)[C@@H](CC(=O)NCCc1ccccn1)C[C@@H]2C(=O)N1CCN(C(=O)C2CC2)CC1,·,32,-1.6,19,·,13,·,·,-4
CCOC(=O)C/C(C)=N/NC(=O)C1CC1(c1ccccc1)c1ccccc1 (centres undefined),-4,23,1.8,15,2,17,0,-2,-5
Cc1ccc(NC(=S)NCC2CCCO2)cc1 (centres undefined),45*,14,-0.2,-1,-1,11,-1,-2,1
CS(=O)(=O)N1CCN(C(=O)c2ccc(-c3ccccc3)cc2)CC1,10,11,-3.1,-1,4,8,-2,-4,-2
Cc1ccc(C)c(N2CCN(C(=O)CCc3nc(-c4ccccc4)no3)CC2)c1,·,38,-1.1,13,·,17,·,·,15*
COc1ccc(OC)c(CNC(=O)C2CCN(S(=O)(=O)N3CCCCC3)CC2)c1,2,8,-1.1,5,12,-11,-3,-1,1
CCC(c1nnnn1CCc1ccccc1)N1CCN(C(=O)c2ccco2)CC1 (centres undefined),17,3,-1.0,10,3,18,-2,4,0
NS(=O)(=O)c1ccc(CCNc2nc3c(-c4cccc(F)c4)nnn3c3ccccc23)cc1,-15,-31,1.5,-32,-10,16,-3,-1,15*
CSc1nc(-c2ccco2)nn1S(=O)(=O)c1ccccc1,0,33,·,31,20,39,-1,-6,·
CCONC(=O)Nc1ccccc1[N+](=O)[O-],-4,9,1.3,-13,17,0,0,7,0
Cc1[nH]n(-c2ccc([N+](=O)[O-])cc2)c(=O)c1C=NCCc1c[nH]c2ccccc12,20,4,0.6,11,6,9,2,-5,27*
O=C(CN1CCCCC1)c1c[nH]c2ccccc12,11,-1,0.5,7,15,-4,-3,-3,2
Cc1ccc(C(=O)NCCCn2ccnc2)cc1[N+](=O)[O-],-14,1,-2.1,2,-1,-2,-1,-7,2
CCC(C)c1ccc(S(=O)(=O)N2CCN(C(=O)COc3ccc4c(C)cc(=O)oc4c3)CC2)cc1 (centres undefined),9,14,5.9,9,1,30,-3,-3,8
Cc1ccc(C(=O)OCC(=O)Nc2cc(S(=O)(=O)N3CCOCC3)ccc2C)cc1,-15,3,-1.7,-8,24,-1,2,-3,1
CNC(=O)Nc1cc(C(C)(C)C)no1,8,13,-2.3,5,3,-7,-1,-2,2
NC(=O)C12CCCC(Br)(CCC1)C2,-4,2,1.3,-4,4,4,-2,-1,-1
CC/C(O)=C1\C(=O)CC(c2ccccc2)CC1=NC(C)C (centres undefined),3,20,-0.6,-12,6,5,-2,-3,-3
O=C1NC(c2ccc(Cl)cc2Cl)Oc2ccccc21 (centres undefined),-28,31,0.1,-34,-5,18,-3,0,4
CC(C)OC(=O)Cn1nnc(-c2ccccc2)n1,-3,7,0.3,-10,7,16,-1,-1,0
CCN(C(=O)c1ccc(Br)cc1)c1ccccc1,5,20,2.2,7,14,19,-2,-1,-1
c1csc(-c2csc(-c3cccs3)n2)c1,12,19,2.5,17,-11,19,-1,-4,1
COc1ccc(C(=O)/C=C/c2ccc(OC)c(O)c2)c(F)c1,-31,39,3.9,18,38,27,-3,4,-14
CCOC(=O)CNC(=O)N1CCc2ccc(NC(=O)c3ccccc3OC)cc2C1,9,-8,0.1,-3,10,1,-2,1,-1
CC1CN(C(=O)c2cccc(S(=O)(=O)Nc3cc(Cl)ccc3Cl)c2)CC(C)O1 (centres undefined),-3,24,1.0,6,5,19,0,-3,2
O=C(CC1C(=O)NCCN1CC1CCCCC1)NC1(c2ccccc2)CC1 (centres undefined),16,7,0.0,-2,19,6,-3,-3,-1
Cc1ccc(C)c(N(CC(=O)NC(C)(C)C)C(=O)CNC(=O)c2cccs2)c1,-23,-3,0.1,-4,16,-30,3,0,0
CC(OC(=O)c1nc(-c2ccccc2)n(-c2ccccc2)n1)C(=O)Nc1cc(Cl)cc(Cl)c1 (centres undefined),1,27,2.4,12,-1,28,0,-1,2
COc1ccc(C(=O)NC2CCCc3ccccc32)cc1Br (centres undefined),4,20,-1.6,18,4,17,0,-1,-2
CCC(C)NC(=O)Cn1cnc2sc(C)cc2c1=O (centres undefined),14,2,0.2,-7,0,-9,-2,0,-1
COc1cc(-c2c(-c3ccsc3)sc3ccccc23)cc(OC)c1OC,10,4,0.7,6,11,4,-7,-3,-2
Cc1ccc2oc(C(=O)N(Cc3ccc(N(C)C)cc3)C3CCS(=O)(=O)C3)c(C)c2c1 (centres undefined),2,32,-1.5,7,4,-9,0,7,-2
Clc1ccc(COc2ccccc2-c2ccnc3ncnn23)cc1,9,2,1.4,-22,3,-25,4,-3,-1
O=C(c1cccs1)N1N=C(c2ccccc2)CC1c1ccc(O)cc1 (centres undefined),-4,43,1.3,20,12,24,-2,3,-9
CN(C(=O)CSc1nnc(COc2ccccc2F)n1N)C1CCS(=O)(=O)C1 (centres undefined),-3,-3,-0.5,-8,4,-3,-6,3,1
COc1cccc(CN(C)C(=O)C2CSC3(C)CCC(=O)N23)c1OC (centres undefined),8,5,1.3,-3,1,4,-3,-3,-2
COc1cc(OC)c(C2C(C#N)=C(N)Oc3cc(C)n(CCCN4CCOCC4)c(=O)c32)cc1OC (centres undefined),-24,-1,-1.5,1,0,9,-2,-2,7
COc1ccc(C(=O)Nc2cccc3nc(C)ccc23)c(OC)c1,9,15,1.4,1,26,1,-1,0,-4
